Bioassay records as filed in PubChem BioAssay.
E-sel TNF inh = TNF alpha driven E-selectin expression inhibition; HUVEC TNFa-induced E-selectin immunofluorescence, high content; inhibition, % at 2 µM; 120,000 compounds, 0.71% hits;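 active means inhibition above the batch mean plus 3 SD, and confirmed as a hit on visual image review, cut at about 43% in these data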;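 further: 0% = TNF-stimulated DMSO wells and 100% = unstimulated control wells; not every result past the cut was called active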
Yeast growth inh = reduces growth of yeast BB579 in restrictive medium | S. cerevisiae BB579 growth, OD615, 48 h | inhibition, % at 10 µM | 140,000 compounds, 0.51% hits;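 active means inhibition above a set limit, 3 SD over the mean compound inhibition, cut at about 44% in these data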; further: inactives centre near -24
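Assay system: S. cerevisiae DeaD strain BB579 yeast. Medium: CSMM-D restrictive synthetic medium containing dextrose (glucose). Times: 4 h cell preincubation, 48 h compound exposure, 30 °C humidified. Signal: OD615 turbidity measurement. Benchmarks: positive control amphotericin B 10 µg/mL.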
PTEN del growth = growth suppressors of cells with PTEN tumor suppressor deletion; HCT116 PTEN-null viability, CellTiter-Glo, 60 h; hits give low values; 140,000 compounds, 1.2% hits; viability, % at 10 µM; AID 827;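 active means viability at or below a set limit, 4 SD under the median of all tested compounds, cut at about 3.7% in these data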;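 further: PTEN knockout HCT116 line with beta catenin targeted HCT116 as companion control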
GALR2 antag = blocks the human galanin receptor 2 | GALR2-expressing cells, antagonist mode | 140,000 compounds, 0.39% hits | inhibition, % at 4 µM | O43603; in the data active means inhibition above about 27%;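 further: cells stimulated with galanin 1-16 at roughly its EC80; 0% = agonist challenge control and 100% = basal control without agonist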
Target sequence (O43603 whole entry, looked up): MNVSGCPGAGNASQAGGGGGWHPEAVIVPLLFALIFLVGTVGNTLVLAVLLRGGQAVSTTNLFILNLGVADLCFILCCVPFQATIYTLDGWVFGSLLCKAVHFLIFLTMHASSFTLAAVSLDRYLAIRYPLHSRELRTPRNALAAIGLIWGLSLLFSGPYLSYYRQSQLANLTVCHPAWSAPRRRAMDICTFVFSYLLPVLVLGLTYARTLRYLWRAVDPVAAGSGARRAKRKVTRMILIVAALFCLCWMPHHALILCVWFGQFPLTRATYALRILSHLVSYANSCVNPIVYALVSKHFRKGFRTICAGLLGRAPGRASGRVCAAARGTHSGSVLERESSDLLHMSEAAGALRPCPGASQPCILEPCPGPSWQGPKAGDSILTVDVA
HCT116 bCat-KO = beta-catenin-lacking colon tumor cell growth suppression; viability, % at 10 µM; AID 818; HCT116 beta-catenin knockout viability, CellTiter-Glo, 60 h; hits give low values; 140,000 compounds, 1.5% hits;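 active means viability at or under a set limit, the compound median less 4 SD, cut at about 6% in these data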;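 further: 0% = Hyamine 1622 control at 20 µM and 100% = untreated cell control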
Yeast life ext = extends the lifespan of yeast; S. cerevisiae growth with nicotinamide, OD615; deaD strain in restrictive glucose medium; inhibition of the nicotinamide effect, % at 10 µM; 130,000 compounds, 0.68% hits; AID 775;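 active means inhibition above a set limit, placed 3 SD over the median of all compounds, cut at about 26% in these data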;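 further: 0% = nicotinamide-treated wells and 100% = cells grown without nicotinamide; some compounds called inactive have numbers as strong as hits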
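System: Modified budding yeast, DeaD strain | Buffer or medium: Restrictive glucose medium | Also added: 1.5 mM nicotinamide | Doses: 10 µM single point, 0.25% DMSO | Schedule: 48 h compound exposure at 30 °C, humidified | Detection: Absorbance at 615 nm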
Phagocytosis inh = blocks phagocytosis by macrophages | 110,000 compounds, 0.07% hits | J774A.1 macrophage IgG-bead phagocytosis, imaging | inhibition, % at 5 µM;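 active means inhibition above the mean of the plate negative controls plus 5 SD, cut at about 13% in these data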;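 further: phagocytic index as fraction of beads internalized from green versus red external bead signal; plate controls were DMSO negative control for no effect and cytochalasin-D positive control for full effect; some results beyond the cut were filed as inactive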
MRP-1 activ = activators of MRP-1 | 140,000 compounds, 0.61% hits | H69AR cells + doxorubicin, viability rescue, CellTiter-Glo | viability increase, % at 10 µM | AID 799;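 active means viability gain under doxorubicin at or above a set limit, the compound median plus 3 SD, cut at about 4.7% in these data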;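 further: MRP-1 overexpressing cells given doxorubicin 25 µM after compound pretreatment; 18-22 h compound pretreatment then 72 h with doxorubicin before readout; 0% = doxorubicin-only wells and 100% = vehicle-treated cells without doxorubicin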
NPY-Y2 antag = antagonists of human neuropeptide Y receptor Y2. P49146. NPY-Y2 expressing cells, antagonist mode. inhibition, % at 2.7 µM. 140,000 compounds, 0.99% hits. AID 793; in the data active means inhibition above about 17%;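 further: 0% = vehicle with agonist challenge and 100% = reference antagonist with challenge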
Target sequence (P49146 whole entry, looked up): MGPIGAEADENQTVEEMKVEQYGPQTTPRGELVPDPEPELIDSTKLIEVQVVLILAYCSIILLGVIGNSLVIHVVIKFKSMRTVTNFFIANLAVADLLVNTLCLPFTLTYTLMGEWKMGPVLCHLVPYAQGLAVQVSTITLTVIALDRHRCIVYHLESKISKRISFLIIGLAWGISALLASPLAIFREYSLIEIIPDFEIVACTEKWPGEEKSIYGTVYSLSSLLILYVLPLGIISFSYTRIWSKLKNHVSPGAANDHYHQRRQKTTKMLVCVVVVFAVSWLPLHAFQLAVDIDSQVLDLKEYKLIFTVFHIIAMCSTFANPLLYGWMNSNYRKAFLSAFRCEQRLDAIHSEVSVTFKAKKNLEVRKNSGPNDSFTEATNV
Measles CPE = protection of cells from measles virus; Measles virus-infected cells, CPE protection, absorbance; protection (pct of control), % at 4 µM; 140,000 compounds, 1.5% hits; in the data active means protection mostly above about 24%, no sharp cut-off; inactive means mostly below about 26%; further: some compounds called inactive have numbers as strong as hits
Numbers without * were called inactive; . = not tested or not shown.

SMILES	E-sel TNF inh	Yeast growth inh	PTEN del growth	GALR2 antag	HCT116 bCat-KO	Yeast life ext	Phagocytosis inh	MRP-1 activ	NPY-Y2 antag	Measles CPE
O=C(Nc1ccc(Br)cc1)c1cccc(NC(=O)C2C3CC4OC(=O)C2C4C3)c1 (centres undefined)	7	-31	76	10	86	-8	1	0.4	1	3
C/C=C(\C)C(=O)OC1c2c(ccc3ccc(=O)oc23)OC(C)(C)C1OC(C)=O (centres undefined)	-12	-16	68	-11	77	.	.	-4.9	10	12
Cc1nc(-c2ccccc2)sc1-c1nc(-c2cccs2)ncc1S(=O)(=O)c1ccccc1	.	-22	99	-4	80	-3	1	0.3	1	14
O=C(c1cc2nc(-c3ccccc3)cc(C(F)(F)F)n2n1)N1CCOCC1	13	-12	103	5	98	-9	1	-1.8	-1	5
CCCCC(=O)Nc1ccc(Cl)cn1	.	-19	92	10	97	-22	-1	0.0	1	3
CCCn1c(=O)c(C(=O)c2ccccc2)nc2ccccc21	.	30	100	2	94	-10	.	1.2	-1	6
Cc1ccc(-n2nc(N)c3c(=O)oc(N(C)C)nc32)cc1	5	-34	81	-13	103	-12	.	2.9	-2	9
Cc1nc(SCCO)c2oc3ccccc3c2n1	-11	14	96	-5	105	-14	1	-0.6	-1	8
Cc1nnc(NC(=O)CSc2nnc(Cc3cccn3C)n2-c2cccc(C)c2C)s1	17	-29	105	0	96	-5	.	-1.2	2	13
CCOc1ccccc1-c1nc(-c2ccc(NC(=O)c3ccc(Br)o3)cc2)no1	-23	-56	28	1	32	-20	.	-0.5	1	4
COc1cc(NC(=O)CN2CCN(S(=O)(=O)c3ccc(C(C)C)cc3)CC2)cc(OC)c1	-14	4	68	3	64	-25	7	-3.7	2	14
O=C(O)CN1C(=O)COc2cc(S(=O)(=O)N3CCCC3)ccc21	.	11	87	9	92	-7	-1	-1.5	1	19
COc1ccc(Cl)cc1NC(=O)C1CSC(c2ccncc2)=N1 (centres undefined)	-17	-21	73	21	69	-6	.	-4.3	3	7
CC(=O)Nc1ccc(C(=O)/C=C/c2ccco2)cc1	-9	-17	65	-9	69	-8	0	-4.1	2	11
CC(=O)Nc1ccc(NC(=O)Cn2cc3c(n2)CCCC3)cc1	.	-20	95	12	98	-15	-3	-1.6	-1	3
NC1=NC(c2ccc(Br)cc2)n2c(nc3ccccc32)N1 (centres undefined)	4	-24	75	-11	79	-9	0	-4.0	4	17
COc1ccccc1CN(Cc1ccco1)S(=O)(=O)c1ccc(-n2cnnn2)c(OC)c1	8	-55	75	-2	77	-1	-3	-1.8	12	18
COCCN(C(=O)Cc1cccs1)C(C(=O)NCc1ccc(OC)cc1)c1ccc(C(C)C)cc1 (centres undefined)	.	-49	73	3	79	3	1	-0.6	11	13
O=C1C2=C(c3ccccc31)[N+](=O)[C@@H]1CCCC[C@@H]1N2[O-]	-6	-40	96	-8	104	-10	2	-1.6	2	.
COC(=O)/C=C1/S/C(=N/NC(=O)c2ccccc2C)NC1=O	-12	12	101	0	105	-3	2	-1.4	2	28
COc1ccc(CCN2C(=O)CC(Nc3ccc(N4CCOCC4)cc3)C2=O)cc1OC (centres undefined)	-4	-21	88	-16	93	-9	-1	-3.1	1	8
O=C(COc1ccc(Cl)cc1)NC1=NN(c2ccccc2)C(=O)C1	.	62*	100	-23	93	0	-1	3.1	6	24
N#Cc1ncc(-c2ccc3c(c2)OCCOCCOCCOCCOCCO3)nc1C#N	.	-5	2.8*	-3	3.8*	9	-3	-5.0	1	8
Cc1nc2cc(C(=O)OCC(=O)NC3CCS(=O)(=O)C3)ccc2n1-c1ccccc1 (centres undefined)	15	-48	86	-13	83	-5	-1	-2.5	4	2
CC1(C)CC(=O)C2=C(C1)N(c1ncn[nH]1)C(N)=C(C#N)C2c1ccccc1 (centres undefined)	.	-39	100	-5	90	-2	-6	-1.8	2	13
SMILES	E-sel TNF inh	Yeast growth inh	PTEN del growth	GALR2 antag	HCT116 bCat-KO	Yeast life ext	Phagocytosis inh	MRP-1 activ	NPY-Y2 antag	Measles CPE
Cc1ccnc(NS(=O)(=O)c2ccc(NC(=O)c3cncc(Br)c3)cc2)n1	.	-4	105	-1	94	-7	.	1.7	0	17
Cc1cccc(NC(=O)CSc2ccc(-c3cccs3)nn2)c1C	.	-8	100	-1	94	-3	-7	-0.7	0	4
CN1CCc2c(sc3nc(SCC(N)=O)n(-c4ccccc4)c(=O)c23)C1	-19	-19	82	11	92	-12	1	-0.6	5	36
COc1ccccc1NC(=O)Cc1noc(CSc2cc(C)c3ccccc3n2)n1	4	-52	88	-6	97	-26	-1	-1.4	13	5
CCc1nccn1S(=O)(=O)c1ccc(OC)c(C)c1C	12	-5	109	-4	99	2	1	-0.7	0	9
O=C(CNC(=S)N(Cc1ccccc1F)C1CCCCC1)NC1CC1	20	5	101	-3	103	-16	0	-0.5	3	1
COC(=O)c1ccc2nc(Nc3nc4c(F)cc(F)cc4s3)sc2c1	41	-34	62	-6	85	5	-1	-2.5	14	4
COc1ccc(C)cc1S(=O)(=O)N(CC(=O)O)c1ccc(F)cc1	-9	-4	91	-24	97	-15	-1	-2.4	2	9
Cc1ccnc(NC(=O)Nc2ccc3c(c2)N(C)C(=O)CS3)c1	-3	-71	50	-9	78	-1	0	-0.5	2	7
Cc1cc(C)c(C#N)c(SCc2ccccc2)n1	-10	-6	73	-8	70	.	.	-0.6	6	4
Cc1cccc(-n2cc(-c3ccccc3)c3c(NN4CCOCC4)ncnc32)c1	.	-2	37	-7	50	1	2	-2.8	2	4
Cc1ccc2c(c1)c1c(n2C)C(C(N)=O)CCC1 (centres undefined)	14	14	102	4	103	-21	0	0.3	3	10
O=C1CCCCC1c1cccc2ccccc12 (centres undefined)	-4	-14	87	-6	92	-4	1	-1.3	2	16
O=C(COC(=O)c1cncc(Br)c1)NCCC1=CCCCC1	-9	-14	107	-4	101	-24	0	0.6	4	3
Cc1ccc(S(=O)(=O)C(C#N)c2nc3ccccc3nc2OC(C)C)cc1 (centres undefined)	-5	-66	85	10	77	1	3	-1.1	6	10
COC(=O)c1ccccc1NC(=O)CSc1nccn1C	.	-60	112	-13	106	-4	2	-0.8	1	7
CCCC(C)NC(C)C(=O)NC1CCCC1 (centres undefined)	-4	-6	105	3	95	-2	-7	1.8	2	13
O=C1CN(C(=O)c2cc(Br)c(Br)s2)c2ccccc2N1	1	-52	31	8	33	-2	-1	-1.9	6	6
O=C(O)/C=C/c1nc(-c2ccccc2)n2ccccc12	.	-4	69	-7	88	-7	-6	-1.7	2	10
Cc1cc(C)nc(/N=C(\N)Nc2ccc(C)c([N+](=O)[O-])c2)n1	-44	-44	69	22	67	-5	0	-1.6	6	5
Cc1cc(/C=C2/SC(=O)NC2=O)c(C)n1-c1ccc(N2CCOCC2)cc1	-12	-30	73	-2	79	2	-4	-3.4	-1	8
COc1ccccc1NC(=O)N(Cc1ccccc1)c1ccccn1	4	-41	115	-12	92	-7	-4	0.5	7	12
CCOc1c(Br)cc(/C=C2\C(=O)N(CCC#N)N=C2C)cc1OC	-24	-19	77	-14	83	.	.	-5.1	0	6
O=C(CSc1nc2ccccc2n1CC(=O)N1CCCC1)N1CCN(C(=O)c2ccco2)CC1	7	-23	90	-6	97	-5	.	-3.7	6	13
CN1CCc2c(sc(N)c2C(N)=O)C1	.	-6	111	-2	105	-27	0	-4.1	1	25
SMILES	E-sel TNF inh	Yeast growth inh	PTEN del growth	GALR2 antag	HCT116 bCat-KO	Yeast life ext	Phagocytosis inh	MRP-1 activ	NPY-Y2 antag	Measles CPE
Cc1cccc(CSCCNC(=O)Nc2ccccc2)c1	5	-6	89	12	96	-8	-3	-2.6	3	3
COCCN(CCOC)S(=O)(=O)c1ccc(C(=O)Nc2nc(-c3ccccc3)c(C(=O)c3ccccc3)s2)cc1	.	1	93	2	92	-1	-4	3.1	3	8
COc1ccc(C(=O)Nc2cccc(C(C)=O)c2)cc1OC	-29	-32	107	10	103	-14	0	0.1	3	4
COc1ccc(-c2ccc(CCC(=O)O)n2NC(=O)c2cccs2)cc1	9	-16	104	2	97	-7	.	-0.2	2	15
Cc1ccc2nc(NCCCO)[nH]c2c1	3	-21	96	3	93	.	.	-2.3	1	13
CCC(C)c1ccc(O)c(NC(=O)c2cccnc2)c1 (centres undefined)	.	-25	94	1	89	-9	6	1.7	1	21
CCN(CC(=O)Nc1ccc2c(c1)OCCO2)S(=O)(=O)c1ccc(C)cc1	17	-34	99	6	94	10	-1	-1.4	5	13

In the list so far, these contain a halogen:
SMILES	E-sel TNF inh	Yeast growth inh	PTEN del growth	GALR2 antag	HCT116 bCat-KO	Yeast life ext	Phagocytosis inh	MRP-1 activ	NPY-Y2 antag	Measles CPE
O=C(Nc1ccc(Br)cc1)c1cccc(NC(=O)C2C3CC4OC(=O)C2C4C3)c1 (centres undefined)	7	-31	76	10	86	-8	1	0.4	1	3
O=C(c1cc2nc(-c3ccccc3)cc(C(F)(F)F)n2n1)N1CCOCC1	13	-12	103	5	98	-9	1	-1.8	-1	5
CCCCC(=O)Nc1ccc(Cl)cn1	.	-19	92	10	97	-22	-1	0.0	1	3
CCOc1ccccc1-c1nc(-c2ccc(NC(=O)c3ccc(Br)o3)cc2)no1	-23	-56	28	1	32	-20	.	-0.5	1	4
COc1ccc(Cl)cc1NC(=O)C1CSC(c2ccncc2)=N1 (centres undefined)	-17	-21	73	21	69	-6	.	-4.3	3	7
NC1=NC(c2ccc(Br)cc2)n2c(nc3ccccc32)N1 (centres undefined)	4	-24	75	-11	79	-9	0	-4.0	4	17
O=C(COc1ccc(Cl)cc1)NC1=NN(c2ccccc2)C(=O)C1	.	62*	100	-23	93	0	-1	3.1	6	24
Cc1ccnc(NS(=O)(=O)c2ccc(NC(=O)c3cncc(Br)c3)cc2)n1	.	-4	105	-1	94	-7	.	1.7	0	17
O=C(CNC(=S)N(Cc1ccccc1F)C1CCCCC1)NC1CC1	20	5	101	-3	103	-16	0	-0.5	3	1
COC(=O)c1ccc2nc(Nc3nc4c(F)cc(F)cc4s3)sc2c1	41	-34	62	-6	85	5	-1	-2.5	14	4
COc1ccc(C)cc1S(=O)(=O)N(CC(=O)O)c1ccc(F)cc1	-9	-4	91	-24	97	-15	-1	-2.4	2	9
O=C(COC(=O)c1cncc(Br)c1)NCCC1=CCCCC1	-9	-14	107	-4	101	-24	0	0.6	4	3
O=C1CN(C(=O)c2cc(Br)c(Br)s2)c2ccccc2N1	1	-52	31	8	33	-2	-1	-1.9	6	6
CCOc1c(Br)cc(/C=C2\C(=O)N(CCC#N)N=C2C)cc1OC	-24	-19	77	-14	83	.	.	-5.1	0	6
